697 NFkB inh: inhibitors of the PMA/ionomycin-induced NF-kB reporter in 697 B cells. AID 435022. inhibition, % at 4 µM. 330,000 tested, 0.33% active. 697 B-cell NF-kB luciferase reporter, 16 h; in the data active means inhibition above about 35%
Jurkat NFkB inh: lowers PMA/ionomycin-induced NF-kB signal in Jurkat cells; PMA/ionomycin-induced NF-kB luciferase reporter, luminescence; inhibition, % at 4 µM; 330,000 tested, 0.53% active; AID 435003; in the data active means inhibition above about 50%
UBC13 polyUb: inhibitors of human UBC13 polyubiquitin chain formation; TR-FRET; inhibition, % at 20 µM; AID 485273; 330,000 tested, 0.47% active; in the data active means inhibition above about 45%, passing the limit was not always enough
Target sequence (P61088 whole entry, looked up): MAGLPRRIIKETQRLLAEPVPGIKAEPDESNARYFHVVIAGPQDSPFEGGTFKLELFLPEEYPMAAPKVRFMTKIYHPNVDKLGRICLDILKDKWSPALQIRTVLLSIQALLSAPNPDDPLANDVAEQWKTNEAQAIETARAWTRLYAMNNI
EBI2 block: EBI2 (human) antagonism; P32249; EBI2 beta-arrestin recruitment, luminescence, 7a,25-OHC stimulated; inhibition, % at 5 µM; 360,000 tested, 0.81% active; AID 651636; in the data active means inhibition above about 38%;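 further: enzyme fragment complementation signal reports receptor beta-arrestin coupling in cells; 0% = agonist plus DMSO wells and 100% = wells without agonist; some results beyond the cut were filed as inactive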
APJ antag: APJ receptor antagonism | inhibition, % at 20 µM | CHO-K1 APJ beta-arrestin complementation, luminescence | 330,000 tested, 0.32% active | P35414;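 active means inhibition above about 40% at 20 µM, limit read from the data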;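 further: cells challenged with 10 nM apelin-13 agonist together with compound; plate controls were apelin-13 plus DMSO wells for no effect and DMSO wells lacking apelin-13 for full effect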
Gli-Sufu antag: antagonists of Gli-Sufu signaling | Sufu-KO-LIGHT fibroblasts, Gli luciferase reporter luminescence | inhibition, % at 5 µM | 340,000 tested, 0.74% active | AID 588413;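 active means inhibition above about 55%, limit read from the data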;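 further: 0% = DMSO-treated cells and 100% = wells with medium but no cells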
CCR6 antag: CCR6 (human) receptor antagonism. inhibition, % at 20 µM. CHO-K1 CCR6 PathHunter beta-arrestin, luminescence, CCL20-stimulated. 340,000 tested, 0.49% active. P51684;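 active means compounds whose inhibition of the agonist-driven luminescence signal at 20 µM reaches about 50%, limit read from the data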;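 further: cells stimulated with CCL20 at 14 nM final; plate controls were DMSO with CCL20 for no effect and DMSO without agonist for full effect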
Target sequence (P51684 whole entry, looked up): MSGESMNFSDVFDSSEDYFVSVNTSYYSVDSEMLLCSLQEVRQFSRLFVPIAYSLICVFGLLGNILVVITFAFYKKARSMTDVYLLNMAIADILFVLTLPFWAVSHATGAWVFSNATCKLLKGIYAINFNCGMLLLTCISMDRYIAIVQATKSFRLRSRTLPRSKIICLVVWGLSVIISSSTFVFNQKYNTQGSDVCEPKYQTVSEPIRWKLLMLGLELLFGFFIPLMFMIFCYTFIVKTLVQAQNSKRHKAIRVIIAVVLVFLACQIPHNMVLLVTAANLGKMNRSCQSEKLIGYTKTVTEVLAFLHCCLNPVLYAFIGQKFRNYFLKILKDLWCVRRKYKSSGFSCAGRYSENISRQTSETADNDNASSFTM
CXCR6 inh: blocks human CXCR6 beta-arrestin recruitment; O00574; CHO-K1 PathHunter CXCR6 beta-arrestin, luminescence; inhibition, % at 20 µM; 360,000 tested, 0.36% active; AID 602244; in the data active means inhibition above about 34%, passing the limit was not always enough;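 further: antagonist mode with CXCL16 agonist at 10 nM final; 0% = 10 nM CXCL16 with DMSO and 100% = unstimulated wells without agonist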
Target sequence (O00574 whole entry, looked up): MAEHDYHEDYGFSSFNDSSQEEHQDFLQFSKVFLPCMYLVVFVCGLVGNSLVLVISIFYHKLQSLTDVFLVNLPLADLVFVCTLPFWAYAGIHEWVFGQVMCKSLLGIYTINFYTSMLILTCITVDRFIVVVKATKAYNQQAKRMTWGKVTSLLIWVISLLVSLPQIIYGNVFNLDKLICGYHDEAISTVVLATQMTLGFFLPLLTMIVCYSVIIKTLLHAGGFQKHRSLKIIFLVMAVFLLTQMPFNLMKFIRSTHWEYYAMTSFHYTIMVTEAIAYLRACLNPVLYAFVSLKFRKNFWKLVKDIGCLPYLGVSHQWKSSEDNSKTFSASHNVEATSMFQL
Numbers without * were called inactive; . = no result given.

mol,697 NFkB inh,Jurkat NFkB inh,UBC13 polyUb,EBI2 block,APJ antag,Gli-Sufu antag,CCR6 antag,CXCR6 inh
COc1ccccc1N1CCN(C(=O)CCNC(=O)Cn2ccc3ccccc3c2=O)CC1,4,25,-6,1,14,7,11,10
O=C1C2C3C=CC(C4CC34)C2C(=O)N1/N=C/c1ccc(-c2ccccc2[N+](=O)[O-])o1 (stereo unspecified),-31,-11,-26,5,-11,6,0,5
CC#CC(=O)N1CCC(CCc2ccccc2)(C(=O)OCC)CC1,10,12,-5,5,6,-9,7,0
COc1ccc(CN(C)C(=O)CCC(=O)N2CCN(S(=O)(=O)c3ccc(Cl)cc3)CC2)c(OC)c1,.,.,.,3,.,2,8,6
CCOc1ccc(N(CC(=O)NCCC2=CCCCC2)S(=O)(=O)c2ccccc2)cc1,-6,-2,4,6,6,-1,12,7
CC1CCN(C(=O)Nc2cccc(NC(=O)N3CCC(C)CC3)c2)CC1,8,2,-4,-1,10,-6,6,-2
CC(C)CCn1cnc2c(cnn2-c2ccc(F)cc2)c1=O,-21,-32,8,-1,8,-10,-21,-15
O=C(COc1ccccc1)NCC(c1cccs1)N1CCOCC1 (stereo unspecified),-24,8,-4,-3,-7,2,10,-1
CC1=C(C#N)C(c2cccnc2)C2=C(CC(C)(C)CC2=O)N1 (stereo unspecified),27,-1,15,0,0,5,1,0
CCOC(=O)c1cc(C(=O)OCC)c(=O)[nH]c1N1CCCC1,-13,-8,6,-18,-7,-8,3,-21
CCc1ccc(NC(=O)Cn2nnc(C(=O)NCc3ccc(OC)cc3)c2N)cc1,-3,14,-8,-1,16,4,16,5
CCCC(C(=O)O)N1C(=O)/C(=C/c2cccn2C)SC1=S (stereo unspecified),.,.,.,1,.,2,11,12
O=C(COC(=O)CC1CC2CCC1C2)Nc1cccc(S(=O)(=O)NC2=NCCCCC2)c1 (stereo unspecified),13,2,5,3,6,-5,10,-12
O=C(O)c1nccnc1C(=O)Nc1ccccc1-c1ccccc1,4,-8,-8,-6,-15,5,-13,1
COc1ccccc1C1C(C#N)=C(N)Oc2cc(C)n(Cc3ccccn3)c(=O)c21 (stereo unspecified),1,-7,6,-8,1,3,0,-1
Cc1cc2c(SCC(=O)N3CCN(c4ccccc4)CC3)ncnc2s1,-5,10,5,-7,-3,-8,11,7
Cc1cc(Cl)c(OCCN2C(=O)NC(C)(C)C2=O)c(Br)c1,-4,-8,0,0,-15,1,1,-2
CC1(C)Cc2c(c(=S)nc(-c3ccccc3)n2Cc2cccnc2)CO1,-1,8,16,-12,22,4,5,-5
Cc1ccc(-n2c(SCC(=O)N3CCN(c4ccccn4)CC3)nnc2N2CCCC2)cc1,11,7,2,-9,1,-7,18,-9
O=C(Nc1cccc(C(F)(F)F)c1)NC1CCN(S(=O)(=O)c2ccc(F)cc2)CC1,2,-9,7,9,-9,8,16,-4
COc1ccc(CNC(=O)c2ccccc2NC(=O)C2=CSCCO2)c(OC)c1,4,-3,4,3,15,9,0,0
S=C(NCc1ccccc1)NCc1cccc(CNC(=S)NCc2ccccc2)c1,13,4,6,21,7,22,7,-11
CC(C)Cn1cnc2c1c(=O)n(CC(=O)NC(=O)NC(C)(C)C)c(=O)n2Cc1ccccc1,-13,13,-5,-8,11,-2,5,-14
COC(=O)C1=C(C(=O)OC)[C@@H]2N(C)c3ccc(OC)cc3[C@@]23C[C@@H](C(=O)OC)N(S(=O)(=O)c2ccc(OC)cc2)C3=N1,17,-7,-4,-2,-3,3,17,2
COCCCN1C(=O)C(=O)/C(=C(/O)c2ccc(OCC(C)C)cc2C)C1c1cccnc1 (stereo unspecified),21,13,9,2,21,2,-2,-12
O=C(Oc1cc2oc(=O)c3c(c2cc1Cl)CCCC3)c1cccs1,8,1,-11,-20,-4,-7,15,7
Cc1ccc(S(N)(=O)=O)cc1NC(=O)C(c1ccccc1)c1ccccc1,9,-4,1,3,-7,3,6,8
CCCOc1ccc(C(=O)OCC(=O)NCCc2ccc(OCC)c(OCC)c2)cc1OC,-4,12,-14,21,2,6,5,5
CCCCNC(=O)c1[nH]c(C)c(C(C)=O)c1C,6,-2,2,-6,8,27,3,-5
COc1ccc(/C=C2/SC(=S)N(Cc3ccccc3)C2=O)cc1O,7,-12,-30,15,12,-11,27,15
CCCNC(=O)CN(c1ccccc1)S(=O)(=O)c1ccc(OC)c(OC)c1,11,1,-75,6,-6,-2,-6,-5
CCOc1ccccc1C(=O)Nn1c(C2CCC2)nc2ccccc2c1=O,-9,-6,-10,6,-23,10,8,4
COc1ccccc1CNC(=O)COC(=O)c1cc(C)nc2ccccc12,-10,-14,-8,0,1,-18,9,3
CC(NC(=O)Cn1cc(C(=O)C2CC2)c2ccccc21)c1ccccc1 (stereo unspecified),8,4,28,2,10,-2,-5,-3
O=C(N1CCN(c2ccccc2F)CC1)C1(c2cccs2)CCOCC1,1,0,-9,-3,3,2,-2,5
CCN(CC(=O)NC(=O)NC1CCCCC1)Cc1ccccc1,-21,2,-6,-9,14,-3,7,4
CC1=CC(C)C2C(=O)N(O)C(=O)C2C1 (stereo unspecified),16,1,0,-4,11,2,-2,5
COc1cc(F)ccc1S(=O)(=O)N1CCN(c2ccccc2)CC1,-19,19,-11,-9,3,-4,-8,7
Cc1cc(C)cc(NC(=S)/C(=C(\[O-])c2ccc(Cl)cc2Cl)[n+]2ccc(C(C)(C)C)cc2)c1,-11,-7,26,-3,16,17,9,-2
CC1CCCCC1NC(=S)NC(=O)c1ccccc1Cl (stereo unspecified),-23,-16,-6,15,8,-6,9,4
COc1cccc2c(=O)cn[nH]c12,-14,-14,14,-7,19,-3,18,-4
CC(=O)Nc1ccc(S(=O)(=O)Nc2ccc(S(=O)(=O)N3CCCC3)cc2)cc1,20,-1,-2,1,0,-3,7,5
CN(C)S(=O)(=O)c1cccc(NC(=S)NCCCn2ccnc2)c1,14,-2,2,-6,-8,1,4,3
CCn1c(COc2ccccc2C)nnc1SCC(=O)NC1CCCC1,0,10,-2,0,16,8,7,-1
CCn1cc(/C=C(\NC(=O)c2ccccc2F)C(=O)NCCCn2ccnc2)c2ccccc21,-1,9,2,4,10,1,9,-12
O=S(=O)(NCCc1c[nH]c2ccccc12)c1ccccc1,1,-15,2,15,7,3,11,-12
O=C(O)c1ccccc1NS(=O)(=O)c1cccc(NS(=O)(=O)c2cc(Br)ccc2Br)c1,11,11,1,2,11,-3,14,7
CCN(C[C@H]1N[C@@](CC)(C(=O)OC)[C@H]2C(=O)N(Cc3ccccc3)C(=O)[C@@H]12)S(=O)(=O)c1ccc(-c2ccccc2)cc1,7,10,5,6,14,-3,7,-10
O=C(CSc1nnc(-c2cccnc2)n1-c1ccc(SC(F)F)cc1)N1CCCc2ccccc21,-20,3,-6,-32,9,3,26,3
Cc1cc(C)cc(NC(=O)CN(c2ccc(F)cc2)S(C)(=O)=O)c1,5,-9,3,8,-11,5,17,5

New compounds follow
mol,697 NFkB inh,Jurkat NFkB inh,UBC13 polyUb,EBI2 block,APJ antag,Gli-Sufu antag,CCR6 antag,CXCR6 inh
Cc1ccc(NC(=O)C(=O)NCC2CCCN2S(=O)(=O)c2cccs2)cc1C (stereo unspecified),-6,-1,-1,6,18,-1,19,2
CN(C)CCCn1c(-c2ccccc2)nc(=S)c2c1CCCC2,-11,10,-5,6,10,4,3,3
O=C(Nc1ccccc1C(=O)Nc1nncs1)c1ccccc1,6,12,13,-3,19,22,-7,-5
CN(c1nc2c(c(=O)n(C)c(=O)n2C)n1CC(=O)c1ccccc1)C1CCCCC1,2,5,1,17,14,16,27,10
Cc1ccc(CSc2[nH]c(=O)ncc2C)cc1,-23,10,2,0,-1,-10,-8,3
COc1ccc(C2CC(=O)C(C=NCCO)=C(O)C2)cc1OC (stereo unspecified),-40,0,-18,-1,10,4,-2,-6
COc1ccccc1N(Cc1ccccc1)S(=O)(=O)c1cccc(C(=O)Nc2ccc(C(C)=O)cc2)c1,-59,-26,6,25,5,-24,-2,3
O=C(Nc1ccccc1)C1C(c2ccccc2)C1(Cl)Cl (stereo unspecified),-63,-17,-4,1,-10,21,8,-12
CC1CCN(C(=O)c2ccc(SCc3ccccc3F)c([N+](=O)[O-])c2)CC1,9,9,-2,11,-4,6,26,2
CCc1ccc(NC(=O)CSc2n[nH]c(C)c2[N+](=O)[O-])cc1,-39,5,-22,0,4,-1,19,-3
CCOC(=O)c1c(-c2ccccc2)oc2ccc(OCC(O)CNCCN(C)C)cc12 (stereo unspecified),7,56*,53*,-4,28,14,39,1
Cn1c(SCC(=O)NCc2ccco2)nc2ccccc2c1=O,-26,-12,0,-15,10,2,10,-9
Cc1ccc(C)c(C(=O)C(C)OC(=O)c2cccn2C)c1 (stereo unspecified),-1,8,7,5,8,1,-5,-5
Cc1cc(C(=O)N/N=C/c2cc(Br)c(Br)o2)n[nH]1,15,4,1,-1,-5,1,4,-6
O=C(NCCc1cccc(Cl)c1)c1ccc2c(c1)OCO2,-167,-125,7,7,-1,-79,3,1
O=C(COc1ccc2c(c1)CCC2)N1CCN(c2ccccc2F)CC1,12,8,7,-4,-3,1,6,5
O=C(O)C1C2C=CC3(CN(CC(O)COc4ccccc4)C(=O)C13)O2 (stereo unspecified),17,7,-4,-7,-16,-11,2,2
COCCCNC(=O)Cn1cc(/C=C(\C#N)C(=O)NC2CCCC2)c2ccccc21,10,-7,-16,0,24,-18,17,-4
COc1ccccc1/C=C(\NC(=O)c1ccccc1)C(=O)NCc1ccco1,2,-19,-5,-3,-1,23,1,8
O=C(O)CNC(=O)/C(=C/c1ccco1)NC(=O)/C=C/c1ccccc1,5,1,-2,0,-2,-6,3,0
CCOC(=O)c1ccc(NC(=S)N(CCN(C)C)Cc2cccs2)cc1,-174,-101,4,-10,3,-15,4,8
Cc1nc2c3c(sc2c(=O)[nH]1)NC(=O)CC3c1ccccc1Cl (stereo unspecified),13,3,-9,-5,11,15,7,11
Cc1ccccc1NC(=O)Cc1nc(COC(=O)CSc2ccccc2)cs1,-13,3,-5,13,-11,-5,8,-2
Cc1ccc(/C=N/NC(=O)c2cccc(S(=O)(=O)Nc3ccccc3Cl)c2)o1,17,7,-2,6,-8,4,16,-1
COc1cc(OC)nc(Oc2cc(C=O)ccc2OC)n1,8,9,3,-5,8,10,2,-11
Cc1ccc([N+](=O)[O-])cc1NC(=O)CN(C1CCCCC1)S(=O)(=O)c1ccc(Cl)cc1,.,.,.,15,.,1,-1,12
COc1ccc(OCCNC(=O)/C=C/c2ccc([N+](=O)[O-])cc2)cc1,13,7,-6,8,7,20,8,-3
Cc1cccc(NC(=O)COc2ccc(Br)cc2)n1,13,-47,4,-4,-11,0,0,0
COc1ccc2sc(-c3ccc(S(C)(=O)=O)cc3)c(C(=O)NCCCN3CCCC3=O)c2c1,-4,-4,26,-1,3,-2,1,-3
COc1cccc(NC(=O)c2ccc(CN3CCN(c4ccccc4)CC3)cc2)c1,9,-30,14,30,-6,3,14,-3
CC1CCN(S(=O)(=O)c2ccc(NC(=O)CSc3ncccc3C(=O)O)cc2)CC1,10,4,-7,-15,2,-6,5,-10
Cc1ccc(C)n1C(CC(=O)O)c1ccc(C#N)cc1 (stereo unspecified),14,8,3,-6,14,-2,-4,0

Structures listed above marked active in Jurkat NFkB inh:
smiles	697 NFkB inh	Jurkat NFkB inh	UBC13 polyUb	EBI2 block	APJ antag	CCR6 antag	CXCR6 inh
CCOC(=O)c1c(-c2ccccc2)oc2ccc(OCC(O)CNCCN(C)C)cc12 (stereo unspecified)	7	56*	53*	-4	28	39	1

Arranged by length of the SMILES (falling): three of the compounds above.
mol,697 NFkB inh,Jurkat NFkB inh,UBC13 polyUb,EBI2 block,APJ antag,Gli-Sufu antag,CCR6 antag,CXCR6 inh
Cc1ccc(/C=N/NC(=O)c2cccc(S(=O)(=O)Nc3ccccc3Cl)c2)o1,17,7,-2,6,-8,4,16,-1
COc1cccc(NC(=O)c2ccc(CN3CCN(c4ccccc4)CC3)cc2)c1,9,-30,14,30,-6,3,14,-3
Cc1ccc(C)n1C(CC(=O)O)c1ccc(C#N)cc1 (stereo unspecified),14,8,3,-6,14,-2,-4,0
